Bioassay records as filed in PubChem BioAssay.
TDP1 cell noCPT: qHTS for Inhibitors of human tyrosyl-DNA phosphodiesterase 1 (TDP1): qHTS in cells in absence of CPT. DT40 Tdp1-/- hTDP1 cells, no CPT, ATP luminescence, 48 h. Potency, µM (highest dose often 46.2 µM), inactives show top-dose activity change, negative = growth inhibition, most hits filed as inhibitors. 420,000 compounds, 15% hits; also: nearly all actives have a fitted effect of over 55% in size
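DT40 Tdp1-/-;hTDP1 cells, no CPT (DMSO vehicle only), 400 cells/well; compounds pin-transferred; ≥48 hr, 37 °C; CellTiter-Glo 30 min RT dark, luminescence read.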
GCN5L2 inh: qHTS Assay for Inhibitors of GCN5L2. Histone acetyltransferase KAT2A (Homo sapiens), Q92830. GCN5L2 HAT assay, ThioGlo1 CoA-SH fluorescence. Potency, µM (titrated, usually from 58.9 µM), without a hit: top-dose activity change, negative = inhibition, hits mostly inhibitors. 390,000 compounds, 0.21% hits. AID 504327, 2011
Target sequence (Q92830 whole entry, looked up): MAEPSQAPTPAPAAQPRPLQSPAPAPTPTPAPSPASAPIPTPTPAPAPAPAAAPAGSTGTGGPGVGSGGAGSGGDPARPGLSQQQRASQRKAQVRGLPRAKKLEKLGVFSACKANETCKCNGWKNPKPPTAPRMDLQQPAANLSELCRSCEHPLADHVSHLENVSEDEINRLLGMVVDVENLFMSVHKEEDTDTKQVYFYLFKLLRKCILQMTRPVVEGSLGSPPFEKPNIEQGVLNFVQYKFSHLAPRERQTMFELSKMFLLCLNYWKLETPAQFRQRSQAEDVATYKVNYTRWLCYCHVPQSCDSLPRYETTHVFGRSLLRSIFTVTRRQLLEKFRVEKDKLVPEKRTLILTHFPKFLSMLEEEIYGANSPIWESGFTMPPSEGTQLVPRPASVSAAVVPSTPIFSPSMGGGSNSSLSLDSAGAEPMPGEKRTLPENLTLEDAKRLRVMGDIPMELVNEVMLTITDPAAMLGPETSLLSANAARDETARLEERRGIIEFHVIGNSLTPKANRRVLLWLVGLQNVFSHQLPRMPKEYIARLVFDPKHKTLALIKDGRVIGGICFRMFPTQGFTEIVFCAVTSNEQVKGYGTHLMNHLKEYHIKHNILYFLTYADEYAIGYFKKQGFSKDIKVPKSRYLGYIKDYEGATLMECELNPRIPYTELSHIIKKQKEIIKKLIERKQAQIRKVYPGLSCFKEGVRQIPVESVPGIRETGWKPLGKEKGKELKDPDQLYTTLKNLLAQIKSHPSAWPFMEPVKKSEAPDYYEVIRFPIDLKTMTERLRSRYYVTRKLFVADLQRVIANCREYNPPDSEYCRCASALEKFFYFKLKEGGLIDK
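GCN5L2 (20nM final) in 50mM HEPES, 0.1mM EDTA pH 7.5, 0.01% Tween-20 was preincubated 15 min at room temperature with compound, then given ThioGlo1 (50uM), H3(1-25) peptide (75uM) and acetyl-CoA (70uM); CoA-thiol fluorescence (Ex340/Em540) was read at 0 and 20 min.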
TDP1 cell CPT: qHTS for Inhibitors of human tyrosyl-DNA phosphodiesterase 1 (TDP1): qHTS in cells in presence of CPT. chicken DT40 Tdp1-/-;hTDP1 cells + 20 nM CPT, ATP luminescence, 48 h. Potency, µM (titrated, usually from 46.2 µM), without a hit: at the top dose activity change, negative = growth inhibition, hits mostly inhibitors. 420,000 compounds, 12% hits. AID 686979, 2013; also: nearly all actives have a fitted effect of over 55% in size
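Cell growth measured by CellTiter-Glo luminescence after a minimum 48 h, 37 C compound exposure with 20 nM CPT in Tdp1-knockout DT40 cells stably expressing hTDP1, seeded 400/well; qHTS titration format.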
Active calls of the source: *; ? = inconclusive; . = no result given; & = joins results of further samples; [ ] = dose if it differs, or a comment. Calls follow the shape of the dose curve; as a rule, active = well fitted curve in the direction sought with a large enough effect; inconclusive = small, poorly fitted or top-dose-only effect, or another doubt; inactive = no such curve, though single readings can be large; an effect the other way counts as inactive or inconclusive. % is scaled to controls: 0 for no effect and ±100 for the full control effect; potency is read from the fitted curve at half-maximal effect. An excerpt (hit frequency here may not be typical).

| mol | GCN5L2 inh | TDP1 cell noCPT | TDP1 cell CPT |
| --- | --- | --- | --- |
| COc1cc(-c2noc(-c3ccc(NCCc4ccccc4)c([N+](=O)[O-])c3)n2)cc(OC)c1OC | -6% | 4.1µM* | 5.2µM* |
| Cc1nnsc1C(=O)Oc1ccc(C(C)C)cc1 | -5% | 8% | 28% |
| CC(C)c1cc(C(=O)O)c2cnn(C(C)C)c2n1 | -5% | ? | ? |
| CC(=O)O[C@H]1C[C@@]2(C)[C@@H](C[C@@H](O)[C@H]3[C@@]4(C)CC[C@@H](O)[C@@H](C)[C@@H]4CC[C@@]32C)/C1=C(\CCC=C(C)C)C(=O)O | -8% | ? | ? |
| CCOC(=O)CSc1nc2c(sc3ccccc32)c(=O)n1Cc1ccc(C)cc1 | -4% | ? | 21µM* |
| CCCc1cc(=O)[nH]c(Nc2ccc(O)cc2C)n1 | -1% | 7% | -14% |
| CCC1=Nc2cc(C(=O)NCc3ccco3)ccc2Sc2ccccc21 | -10% | 4.6µM* | 3.3µM* |
| CC(C)(C)c1ccc(C(=O)N2CCCC(c3nc4c(nnn4Cc4cccc(F)c4)c(=O)[nH]3)C2)cc1 (centres undefined) | -10% | ? | ? |
| Cc1ccc(NC(=O)CCOc2ccccc2)cc1 | -3%&1% | 11% | 4% |
| CCOC(=O)c1ccc(NC(=O)CNS(=O)(=O)c2ccccc2)cc1 | -2% | ? | ? |
| CC1=C(c2ccc(Cl)cc2)S(=O)(=O)N=C1N1CCN(c2cccc(C)c2C)CC1 | -4% | -30% | -19% |
| CCc1ccc(N=C2NC(=O)CS2)cc1 | -2% | -22% | -8% |
| Cc1ccccc1NC(=O)CC(=O)Nc1ccccc1C | -7% | -6% | 2% |
| Cc1cc(Br)cc2c1N(C)C(=O)C2(c1ccc(O)cc1)c1ccc(O)cc1 | . | -14% | -22% |
| CCc1ccn2cc(-c3ccc4c(c3)OCO4)nc2c1 | -4% | ? | 6% |
| Cc1ccc(C)c(N2CCN(CCCNC(=O)Cn3c(=O)c4cccn4c4cccnc43)CC2)c1 | -3% | ? | 21µM* |
| COc1cc(C(=O)Oc2ccc(/C=N/NC(=O)c3ccncc3)cc2)cc(OC)c1OC | -25% | -15% | -9% |
| COCCSc1nnc(NC(=O)Cc2ccc(OC)c(OC)c2)s1 | 2% | ? | ? |
| O=C(COc1ccc(C(=O)c2ccccc2)cc1)NCC(=O)Nc1ccccc1Br | 1% | -6% | -28% |
| CCOc1ccc(-n2c(=O)c3sccc3n(CC(=O)NCCc3ccc(OC)c(OC)c3)c2=O)cc1 | -4% | -4% | -24% |
| N#Cc1ccc(S(=O)(=O)N2CCN(c3ncccn3)CC2)cc1 | -2% | -9% | -2% |
| Cc1cc2n(c(=O)c1C#N)CCCN2c1ccccc1 | -7% | -3% | ? |
| C/C=C(/C)C(=O)OC1Cc2c(ccc3ccc(=O)oc23)OC1(C)C (centres undefined) | -10%&-11% | ? | ? |
| CCC(=O)OCCNc1cc(Sc2nccn2C)c2nonc2c1[N+](=O)[O-] | 28% | 2.3µM* | 1µM* |

Another view of two compounds above.
> Cc1ccccc1NC(=O)CC(=O)Nc1ccccc1C
  GCN5L2 inh = -7%
  TDP1 cell noCPT = -6%
  TDP1 cell CPT = 2%
> C/C=C(/C)C(=O)OC1Cc2c(ccc3ccc(=O)oc23)OC1(C)C (centres undefined)
  GCN5L2 inh = -10%&-11%
  TDP1 cell noCPT = ?
  TDP1 cell CPT = ?

(list continues)
| mol | GCN5L2 inh | TDP1 cell noCPT | TDP1 cell CPT |
| --- | --- | --- | --- |
| COc1ccc(NC(=O)CN2C(=O)NC(c3ccccc3)(c3ccccc3)C2=O)cc1OC | -9% | -29% | ? |
| CCCc1ccc2oc(C(=O)NCCCN3CCOCC3)c(C)c2c1 | -2% | ? | ? |
| CCN(CC)CCNc1ccc(CO)c2sc3ccccc3c(=O)c12 | -4% | 1.2µM* | 0.58µM* |
| O=C(O)c1ccccc1CSc1nc2ccccc2[nH]1 | -4% | -2% | 24% |
| CCOC(=O)C1C(c2cccc(F)c2)NC(=S)NC1(O)C(F)(F)F (centres undefined) | -2% | -2% | -8% |
| COc1cc(C)c(CN2CCC(Cc3ccccc3)CC2)cc1C | -4% | ? | ? |
| Cc1ccc(-c2nnc(SCC(=O)O)n2N)cc1 | -3% | -11% | 3% |
| COCCn1c(COc2ccc(C)cc2)nc2ccccc21 | -6% | ? | ? |
| N=C1/C(=C/c2ccc(-c3cccc(C(=O)O)c3)o2)C(=O)N=C2SC(CC(=O)N3CCOCC3)=NN12 | -25% | 21% | -11% |
| CCOC(=O)c1c(NC(=O)CC2SC(N)=NC2=O)sc2c1CCCC2 (centres undefined) | 15% | -20% | ? |
| CCOc1cc(C(c2c(C)[nH]n(-c3ccccc3)c2=O)c2c(C)[nH]n(-c3ccccc3)c2=O)ccc1O | -3% | 5.2µM* | ? |
| CCOC(=O)Cn1cc(-c2ccccc2)nn1 | 1% | -3% | 15% |
| Cc1ccccc1S(=O)(=O)N(C)C[C@@H]1OCc2cnnn2CCCC(=O)N([C@H](C)CO)C[C@@H]1C | . | 6% | 0% |
| C[C@@H]1CN([C@@H](C)CO)S(=O)(=O)c2ccc(Br)cc2O[C@@H]1CN(C)C(=O)c1ccncc1 | . | 4% | 1% |
| Cc1ccccc1C(=O)Nc1cccc(C(=O)N/N=C/c2ccccn2)c1 | -17% | -23% | -13% |
| CCCC(=O)Nc1sc(C)c(-c2ccc(OC)cc2)c1C#N | 7% | -16% | -11% |
| NNC(=S)Nc1cccc(Cl)c1 | -3% | 3% | ? |
| Cn1cnc(C(=O)NCc2ccccc2)c1C(=O)NCc1ccccc1 | -2% | ? | -13% |
| COc1ccc(OC)c(Cc2nnc(CCC(=O)NC3C4CC5CC(C4)CC3C5)o2)c1 (centres undefined) | -9% | ? | -20% |
| Cc1ccccc1OCCC(=O)OCC(=O)NCCc1ccc(S(N)(=O)=O)cc1 | -2% | 10% | -5% |
| S=C(NCc1ccco1)Nc1ccccc1Cl | 0% | 1% | 10% |
| Cc1noc(C)c1COc1ccccc1C(=O)N1CCN(S(=O)(=O)c2ccccc2F)CC1 | -3% | -16% | ? |
| COc1ccc(F)cc1S(=O)(=O)NCC(c1ccco1)N1CCc2ccccc2C1 (centres undefined) | -9% | -21% | ? |
| Cc1ccnc(N/C=C(/NC(=O)c2ccccc2)C(=O)N/N=C\c2ccc(F)cc2)n1 | . | -28% | -9% |
| O=C(CSc1nnc(C2CC2)n1-c1ccccc1)N1CCNC1=O | -7% | -1% | 1% |
| COc1ccc(C(=O)N(O)c2ccccc2)cc1 | . | -6%[9.04 µM] | 26%[9.04 µM] |
| OCCNc1ncnc2c1ncn2[C@H]1CN(Cc2ccc(-c3ccccc3)cc2)C[C@@H](CO)O1 | . | ? | ? |
| CC1(C)C(=O)OC(c2ccc([N+](=O)[O-])cc2)C(C)(C)C1=O (centres undefined) | -1% | 9% | ? |
| CC(C)C1Cc2c(C#N)c(N)n(C)c(=S)c2CO1 (centres undefined) | -2% | -19% | -20% |
| CCCCn1c(=O)[nH]c(=O)c2c1nc(-c1ccc(OC)c(Br)c1)n2CC(C)C | -2% | ? | ? |
| Cc1ccc(NC(=O)Cn2cc3c(n2)CCCCC3)cc1 | 6% | -23% | -10% |
| COc1cc(NC(=O)c2nn(C)c3c2COc2ccccc2-3)cc(OC)c1OC | -12% | 3.3µM* | 4.6µM* |
| O=C(NCc1ccncc1)c1ccc2nc(Cc3ccccc3F)oc2c1 | 3% | ? | 26µM* |
| CCOC(=O)Cn1nc(/C=C/c2ccc(C(C)C)cc2)ccc1=O | ? | ? | 15µM* |
| CC1CCN(C(c2nnnn2CCc2ccccc2)C(C)C)CC1 (centres undefined) | -4% | 18µM* | ? |
| O=C1C(Cl)=C(N2CCOCC2)C(=O)N1c1ccccc1Cl | -6% | -43% | -14% |
| CN(C)CCNc1ncnc2c1ncn2[C@H]1CN(Cc2ccncc2)C[C@@H](CO)O1 | . | 2% | 0% |
| CCOc1ccc(Br)cc1S(=O)(=O)Nc1cccc(S(=O)(=O)N(C)c2ccccc2)c1 | -14% | -27% | -21% |
| CCOc1ccccc1NC(=O)CN1C=NS(=O)(=O)c2ccccc21 | -2% | -13% | -13% |
| CCOC(=O)/C(C#N)=C1/SC(CC)C(=O)N1c1ccc(Br)cc1 (centres undefined) | -5% | -19% | -6% |
| CCN(CC)c1ccc(/C=N/N2C(=O)c3ccccc3C2=O)c(O)c1 | 4% | -21% | -14% |
| Nc1[nH]c(C(=O)c2ccccc2)c(-c2ccc(F)cc2)c1C(=O)NCc1ccccc1 | . | -1% | -1% |
| COc1ccc2[nH]cc(CC(N)C(=O)O)c2c1 (centres undefined) | -13%&-1% | ? | ? |
| O=C(Nc1cccc(Cl)c1)c1ccc(F)c(S(=O)(=O)N2CCN(c3ccccn3)CC2)c1 | -10% | 18µM* | 23µM* |
| Cc1cc(C)cc(NC(=S)Nc2ccc3cn[nH]c3c2)c1 | 1% | ? | -23% |
| CCN(C(=O)CN1C(=O)c2ccccc2Sc2ccc(C(=O)OC)cc21)c1cccc(C)c1 | 1% | 23µM* | ? |
| COc1ccc(OC)c(/C=C2\Oc3cc(OCC(=O)N4CCC[C@H]4C(=O)O)ccc3C2=O)c1 | ? | -20% | -6% |
| COc1ccc(OC)c(C2C(C(=O)c3cccs3)=C(O)C(=O)N2CCN2CCOCC2)c1 (centres undefined) | -24% | -2% | -27% |
| COc1ccc(-c2nc3ccccc3c(=O)n2CCOc2c(C)cccc2C)cc1 | -8% | ? | -14% |
| Cc1cc([N+](=O)[O-])ccc1NC(=S)NC(=O)Cc1ccccc1 | 1% | -27% | -23% |
| Cc1ccc(C)c(N2CCN(C(=O)Cc3c(C(=O)O)c(C)cn3C)CC2)c1 | 0% | 0% | -20% |
| COc1ccc2[nH]cc(CCNS(=O)(=O)c3ccc(F)cc3)c2c1 | -3% | ? | -1% |
| CCOC(=O)CCc1c(C)c2ccc(OCC(=O)OC(C)C)cc2oc1=O | -11% | 0% | -13% |
| Cc1ccccc1OCC(=O)OCC(=O)NC1CCCC(C)C1C (centres undefined) | . | ? | -23% |
| CCOC(=O)C1CCN(c2ncnc3c2[nH]c2cccc(OC)c23)CC1 | -10% | 26µM* | ? |
| COc1ccc(C(=O)Nc2nc(N)n(-c3ccccc3)n2)cc1 | -1% | -6% | 4% |
| CC(=O)c1ccc[n+](C(C)CCC(C)[n+]2cccc(C(C)=O)c2)c1 (centres undefined) | . | -1% | 23% |
| O=C(Nc1ccc(Br)cc1)c1cccc2c1C(=O)N(C1CCCCC1)C2 | -26% | -2% | -27% |
| Cc1oc2c(c1C(=O)NCc1cccnc1)C(=O)c1ccccc1C2=O | -18% | 1µM* | 0.92µM* |
| CCC(C)Sc1cc(C)c(C#N)c2nc3ccccc3n12 (centres undefined) | -6% | 16µM* | 18µM* |

Additional compounds:
| mol | GCN5L2 inh | TDP1 cell noCPT | TDP1 cell CPT |
| --- | --- | --- | --- |
| COc1ccc(OCC(=O)Nc2ccc(NC(=O)c3cccs3)c(OC)c2)cc1 | 3% | -14% | 1% |
| Cc1cccc(N2CCN(C(=O)C3CCN(C(=O)c4cc5sccc5n4C)CC3)CC2)c1C | -17% | 8.2µM* | 12µM* |
| CCOC(=O)C1CCN(C(=O)c2ccc(C)c(NC(=O)c3nsc4ccccc34)c2)CC1 | -12% | 23µM* | ? |
| O=C1C(N2CCOCC2)=C(n2nnc3ccccc32)C(=O)c2ccccc21 | -3% | 3.3µM* | 2.3µM* |
| CC(C)(C)OC(=O)Nc1ccc([C@@H](NC(=O)OC(C)(C)C)C(=O)OC(C)(C)C)cc1 | 2% | ? | ? |
| Cn1c(SCC(=O)Nc2sccc2C#N)nnc1-c1ccccc1 | -3% | -5% | 5% |
| CCc1ccc(NC(=S)N(CCCN2CCOCC2)Cc2ccco2)cc1 | -2% | ? | -26% |
| CC(=O)c1ccc(Oc2cc(C)nc(-n3nc(C)cc3C)n2)cc1 | 1% | 0.58µM* | 0.73µM* |
| CC(C)CC(NC(=O)C1CCC(C)CC1)C(=O)NCc1ccccn1 (centres undefined) | -1% | ? | -26% |
| COc1ccc(NS(=O)(=O)c2cc(OCC(N)=O)c(C)cc2Cl)cc1 | 0% | ? | -12% |
